LEDGF integ inh: blocks HIV-1 LEDGF/p75-dependent DNA integration; TR-FRET IN-LEDGF/p75 DNA integration, Eu/Cy5; inhibition, % at 3.7 µM; hit rate 0.64% among 370,000;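 active = inhibition above the screen-wide mean plus 3 SD, cut at about 13% in these data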;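 also: signal is the Cy5 over europium emission ratio at 671 and 618 nm; 0% = plate median of compound wells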
TCR-CD3 inh: inhibitors of human TCR-CD3 interaction | hit rate 0.37% among 360,000 | TAMRA-labeled TCR probe fluorescence, biochemical | inhibition, % at 9.4 µM; in the data active = inhibition above about 19%;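 also: recombinant mutant TCR 2C K166C tagged with TAMRA read by polarization; 0% = receptor in buffer alone and 100% = receptor with positive control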
PRMT1 inh: blocks human protein arginine methyltransferase 1 | recombinant PRMT1, activity-based probe fluorescence polarization | inhibition, % at 2.79 µM | hit rate 1.3% among 370,000 | AID 652257;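 active = inhibition above about 21% made by adding two undisclosed values, limit read from the data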
DDE Tn6 FP inh: DD(E)-Tn6 binding inhibition, primary FP screen | hit rate 0.21% among 370,000 | AID 720509 | P02675 | inhibition, % at 8.3 µM | Fibrin DD(E) TRITC-Tn6 fluorescence polarization displacement;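 active = inhibition above a per-campaign cutoff: mean of compounds within control limits plus 3 SD, cut at about 15% in these data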;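 also: 0% = median of all compound wells on the plate and 100% = blocking peptide control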
UHRF1 binding: UHRF1 methyl-DNA binding inhibition | Q96T88 | UHRF1 binding to methylated oligo, TR-FRET | inhibition, % at 4.4 µM | hit rate 0.75% among 370,000; in the data active = inhibition above about 21%;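 also: UHRF1 SRA domain binding a hemimethylated CpG hairpin DNA probe; 0% = median of test compound wells and 100% = reference inhibitor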
proKLK7 act: activators of human kallikrein-7 zymogen; AID 652039; activation, % at 7 µM; purified proKLK7, EDANS-DABCYL substrate fluorescence; 100% is mature enzyme control, 0% vehicle; P49862; hit rate 0.9% among 370,000;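 active = activation above the mean of all tested compounds plus 3 SD, computed per campaign excluding outliers beyond control limits, cut at about 13% in these data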
Target sequence (P49862 whole entry, looked up): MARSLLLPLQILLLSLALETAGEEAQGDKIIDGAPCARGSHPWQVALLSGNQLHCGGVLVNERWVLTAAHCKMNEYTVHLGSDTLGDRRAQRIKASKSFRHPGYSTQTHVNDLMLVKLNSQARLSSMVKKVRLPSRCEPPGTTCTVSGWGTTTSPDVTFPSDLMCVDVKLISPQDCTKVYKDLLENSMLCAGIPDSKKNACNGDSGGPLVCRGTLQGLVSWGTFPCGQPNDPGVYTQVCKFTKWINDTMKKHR
TDP2 inh: blocks human TDP2 phosphodiesterase activity; recombinant TDP2, T5PNP hydrolysis, p-nitrophenol absorbance 415 nm; inhibition, % at 12.8 µM; hit rate 0.34% among 370,000;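 active = inhibition above the mean of all tested compounds plus 3 SD, set per campaign, cut at about 25% in these data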;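 also: 0% = DMSO with enzyme and 100% = buffer with substrate but no TDP2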
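System – recombinant human TDP2 · Amount – 120 nM TDP2 per well · Buffer or medium – Mg2+-containing Tris-HCl buffer, pH 7.5 · Reagent – T5PNP substrate, 5 mM · Dosing – 12.8 µM single point, 1% DMSO · Incubation – 2 h at 37 °C · Measured by – epi absorbance · Read-out basis – percent inhibition · Benchmarks – high control without enzyme, low control DMSO plus TDP2 · Repeats – singlicate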
DDE Tn7 FP inh: disrupts Tn7 cyclic peptide binding to fibrin D-Dimer-E complex; inhibition, % at 8.3 µM; FP displacement of FITC-Tn7 peptide from fibrin DD(E); 0% = median of compound wells per plate; hit rate 0.13% among 370,000;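 active = inhibition above the mean of compounds falling within the control limits plus 3 SD of them, cut at about 14% in these data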;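 also: 0% = plate median of compound wells and 100% = 10 µM Aha-Tn7 peptide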
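Test system: human clot-derived fibrin DD(E) complex / Quantity: 2 µM final DD(E) protein / Incubation: 10 min plus 3 h, room temperature / Measured by: fluorescence polarization / Benchmarks: high control of 10 µM Aha-Tn7 peptide / Replicates: singlicate testing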
MBD2 DNA inh: inhibitors of human MBD2 binding to methylated oligonucleotide. hit rate 0.31% among 370,000. Q9UBB5. TR-FRET. inhibition, % at 4.4 µM. AID 686964; in the data active = inhibition above about 13%
SIAE primary: blocks human sialic acid acetylesterase. inhibition, % at 9.66 µM. hit rate 0.69% among 370,000. SIAE FP-Rh probe binding, fluorescence polarization;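 active = inhibition above a cutoff: mean of compounds within the control limits plus 3 SD of those, cut at about 17% in these data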;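 also: 0% = plate median of compound wells and 100% = probe without SIAE protein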
Target sequence (Q9HAT2 whole entry, looked up): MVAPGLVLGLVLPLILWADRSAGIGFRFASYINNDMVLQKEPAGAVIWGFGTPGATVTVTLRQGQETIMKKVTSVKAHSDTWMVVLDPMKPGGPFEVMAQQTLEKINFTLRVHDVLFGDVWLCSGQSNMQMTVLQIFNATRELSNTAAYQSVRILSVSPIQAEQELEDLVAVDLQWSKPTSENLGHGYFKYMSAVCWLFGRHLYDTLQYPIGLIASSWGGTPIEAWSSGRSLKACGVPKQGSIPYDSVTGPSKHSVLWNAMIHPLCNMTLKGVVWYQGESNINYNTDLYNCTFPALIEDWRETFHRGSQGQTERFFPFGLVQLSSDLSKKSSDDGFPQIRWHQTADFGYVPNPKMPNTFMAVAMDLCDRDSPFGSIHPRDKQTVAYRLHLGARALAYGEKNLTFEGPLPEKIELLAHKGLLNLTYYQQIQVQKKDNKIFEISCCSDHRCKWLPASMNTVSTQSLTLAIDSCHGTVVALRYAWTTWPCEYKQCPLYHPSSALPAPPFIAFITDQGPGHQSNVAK
* hit, by the source's call; . = not tested or not shown.

item	UHRF1 binding	MBD2 DNA inh	proKLK7 act	PRMT1 inh	DDE Tn7 FP inh	TCR-CD3 inh	SIAE primary	DDE Tn6 FP inh	LEDGF integ inh	TDP2 inh	canonical_smiles
1	4	1	-0.8	-3	-5	6	-11	-10	-1	1	CNC(=S)N1N=C(c2ccc(C)cc2)CC1c1ccc(Br)cc1 (centres undefined)
2	-3	1	-0.1	50*	-2	15	23*	-13	19*	8	CCOC1=CC2=C(C(=O)C(Cl)=CC2=O)[C@@H]2CN(S(=O)(=O)c3ccc(C)cc3)[C@@H](c3ccccc3)[C@H]12
3	6	2	0.2	1	4	-5	3	3	-1	5	O=C(NCCS(=O)(=O)N1CCN(c2ccccc2F)CC1)c1ccc(Br)o1
4	-1	-1	-0.4	2	1	1	-1	-3	1	5	C[C@@H]1CN([C@@H](C)CO)C(=O)CCCn2nncc2CO[C@H]1CN(C)S(=O)(=O)c1ccccc1F
5	2	-2	0.2	-6	-1	5	10	-6	-1	-17	O=C(O)c1ccc(S(=O)(=O)N(Cc2cccs2)CC2CCCO2)cc1 (centres undefined)
6	5	8	-0.3	4	6	-4	-2	2	2	6	CCCCN(C)c1c(C)nc2ccc(C(=O)NC3CCN(C)CC3)cn12
7	-2	-3	-0.4	-4	2	2	-2	2	-1	16	COc1ccc(CCNC(=O)CSc2nncn2N)cc1OC
8	-1	-6	0.1	3	0	5	1	6	4	1	O=C(Nc1ccc(OCc2ccccc2Cl)cc1)c1cccnc1
9	-4	0	-0.7	1	0	0	-2	-2	-4	7	Nc1nc(-c2ccccc2)cn1N
10	-1	-2	-0.6	5	-3	-1	-3	2	3	-11	O=C(c1cccc(S(=O)(=O)N2CCOCC2)c1)N1CCCC(C(F)(F)F)C1 (centres undefined)
11	5	-8	-0.3	17	-3	-6	4	0	9	7	O=S(=O)(N=C1C=CC(=NS(=O)(=O)c2ccccc2)c2ccccc21)c1ccccc1
12	0	-1	0.5	1	6	2	5	5	-4	-6	O=C(c1ccccc1)N(Cc1nc2ccccc2c(=O)[nH]1)C1CCCC1
13	0	3	-0.2	-4	-1	-2	4	1	2	12	Cc1nc(N)nc(N/N=C/c2ccccc2)n1
14	-6	-3	0.6	-3	-10	4	10	0	-1	1	CCc1cc(C(=O)N2CCCC(CNC(=O)c3ccc(-c4ccccc4)cc3)C2)no1 (centres undefined)
15	5	1	0.0	1	-1	-1	1	1	-2	-3	COc1cccc(C(=O)NCCSc2ccc(C)cc2)c1
16	-1	2	-0.2	0	-2	-2	-6	-3	3	-13	Cc1ccc(-n2cccn2)c([C@@H]2C[C@H]3CN(C)C(=O)[C@]34CCCN24)c1
17	2	0	0.2	5	3	-6	5	0	-1	-9	COc1ccc(Cc2nnc(-c3ccccc3)o2)cc1
18	1	0	0.1	-1	-3	3	7	7	3	0	Cc1ccccc1CS(=O)(=O)CC1(O)CCN(C(=O)c2cccc(C(F)(F)F)c2)CC1
19	-1	-2	-0.1	-2	7	-2	10	4	3	6	CSCC(C)N1CCC(CO)(CCc2ccccc2)CC1 (centres undefined)
20	-2	-4	0.1	43*	5	7	-10	-2	0	-2	O=C(O)CC(SCC(=O)Nc1ccc(Cl)c(S(=O)(=O)N2CCOCC2)c1)C(=O)O (centres undefined)
21	2	0	-0.7	4	-6	-4	5	-4	-1	4	COc1ccc(NC(=O)N(C)C[C@@H]2OCc3cnnn3CCCC(=O)N([C@H](C)CO)C[C@@H]2C)c(OC)c1
22	-2	-3	0.1	-3	-1	6	6	12	3	19	C=CCc1ccccc1OCC(O)CNC(=O)c1ccccc1C(=O)O (centres undefined)
23	-3	-1	0.2	-1	3	-7	10	-5	1	2	CCCCc1n[nH]c2c1C(=O)CC(C)(C)C2
24	-1	-7	0.1	-2	-6	-1	-1	0	6	4	O=C(CN1C(=O)NC(Cc2c[nH]c3ccccc23)C1=O)Nc1ccc(F)c(F)c1F (centres undefined)
25	-2	-1	-1.2	1	-12	9	2	-10	1	-1	CC(C)CCOc1ccc(-c2c(=O)n(OCc3ccc([N+](=O)[O-])cc3)c3ccccc3[n+]2[O-])cc1
26	-2	-3	1.1	5	1	13	-2	-6	5	-2	CN(CCc1ccccn1)C(=O)CC1C(=O)NCCN1Cc1cccc(F)c1 (centres undefined)
27	3	8	-0.2	0	2	-7	-12	-1	0	-14	COc1cc(OC)cc(-c2nnc(SCc3cccnc3)o2)c1
28	-1	1	-0.3	3	2	1	1	-3	-3	-5	Cc1cc(C)cc(NC(=O)C2CCCN2S(=O)(=O)c2ccc3c(c2)n(C)c(=O)c(=O)n3C)c1 (centres undefined)
29	1	3	-0.3	10	0	0	7	-4	-9	-8	CCCc1cc(=O)[nH]c(SCC(=O)N2CCCc3ccccc32)n1
30	0	1	-0.6	6	-1	-6	-1	0	-1	16	CSc1ccc(CN2CCN(CC=C(C)C)C(CCO)C2)cc1 (centres undefined)
31	0	0	-0.3	-5	4	2	-3	2	-1	-10	Cc1cccc(N2CCN(C(=O)COc3ccc4c(c3)CCC4)CC2)c1C
32	0	0	-0.3	-1	0	7	3	-4	1	-4	CC(C)NC(=S)NN(c1ccccc1)c1ccccc1
33	2	0	0.7	2	-1	4	7	-1	-3	9	C[C@H]1CCCCO[C@H](CN(C)Cc2ccccc2)[C@@H](C)CN([C@@H](C)CO)C(=O)c2cc(NC(=O)CCC(F)(F)F)ccc2O1
34	1	5	0.0	1	-1	5	0	2	2	2	CCOC(=O)c1cc2sccc2n1CC(=O)c1ccc2c(c1)OCCO2
35	-3	0	0.4	1	-9	.	-2	5	3	7	Cc1ccc2c(c1)C1CS(=O)(=O)N(CC(C)C)C(=O)N1C2 (centres undefined)
36	-5	-3	-0.1	-1	3	2	-1	-5	-1	-6	O=Cc1ccc(OCc2ccccn2)cc1
37	-1	2	15*	-1	3	7	7	0	-1	5	COc1ccc(-c2cc(C(F)(F)F)nc(SCC(N)=O)n2)cc1
38	-1	-2	-0.1	-4	1	-1	4	5	3	-5	COc1ccc(CCn2c(C)cc(C(=O)COC(=O)c3cnccn3)c2C)cc1
39	0	-2	0.9	-2	-1	-2	-1	-7	-2	5	CCOC(=O)C1CCN(CCC(=O)Nc2ccc(F)cc2)CC1
40	0	2	-0.1	0	2	6	0	-2	0	15	CCc1cc(C(=O)OC)c(NC(=O)CCCC(=O)O)s1

Record cards, as listed above.
COc1ccc(NC(=O)N(C)C[C@@H]2OCc3cnnn3CCCC(=O)N([C@H](C)CO)C[C@@H]2C)c(OC)c1 reads UHRF1 binding: 2; MBD2 DNA inh: 0; proKLK7 act: -0.7; PRMT1 inh: 4; DDE Tn7 FP inh: -6; TCR-CD3 inh: -4; SIAE primary: 5; DDE Tn6 FP inh: -4; LEDGF integ inh: -1; TDP2 inh: 4
Nc1nc(-c2ccccc2)cn1N reads UHRF1 binding: -4; MBD2 DNA inh: 0; proKLK7 act: -0.7; PRMT1 inh: 1; DDE Tn7 FP inh: 0; TCR-CD3 inh: 0; SIAE primary: -2; DDE Tn6 FP inh: -2; LEDGF integ inh: -4; TDP2 inh: 7

Random excerpt: 2 records from the list.
item	UHRF1 binding	MBD2 DNA inh	proKLK7 act	PRMT1 inh	DDE Tn7 FP inh	TCR-CD3 inh	SIAE primary	DDE Tn6 FP inh	LEDGF integ inh	TDP2 inh	canonical_smiles
32	0	0	-0.3	-1	0	7	3	-4	1	-4	CC(C)NC(=S)NN(c1ccccc1)c1ccccc1
8	-1	-6	0.1	3	0	5	1	6	4	1	O=C(Nc1ccc(OCc2ccccc2Cl)cc1)c1cccnc1

New compounds follow.
item	UHRF1 binding	MBD2 DNA inh	proKLK7 act	PRMT1 inh	DDE Tn7 FP inh	TCR-CD3 inh	SIAE primary	DDE Tn6 FP inh	LEDGF integ inh	TDP2 inh	canonical_smiles
41	-3	-6	-6.3	-3	4	3	16	-6	0	3	CCOC(=O)C1=C(C)Nc2sc(C(=O)c3ccc(OC)cc3)c(N)c2C1c1ccc(C(=O)OC)cc1 (centres undefined)
42	5	3	0.4	1	4	-4	4	-5	2	-5	N/C(COc1ccc(Cl)cc1)=N\NS(=O)(=O)c1ccccc1
43	-1	-1	0.6	-3	0	9	2	1	4	11	N#CC1(C#N)[C@@H](C(=O)C23CC4CC(CC(C4)C2)C3)C12CCOCC2
44	-1	5	-0.2	4	6	2	-3	-6	-4	2	COc1ccccc1-n1nnnc1SCC(=O)NC(=O)Cc1ccccc1
45	-1	-2	0.1	-3	-1	-1	1	5	3	9	CCN(CC(=O)Nc1cccc(S(=O)(=O)N2CCCC2)c1)CC(=O)Nc1ccccc1OC
46	-1	-2	-0.3	-1	5	1	7	8	-1	11	CC(C)(C)n1nnnc1C(c1ccccc1)N1CCN(c2ncccn2)CC1 (centres undefined)
47	5	-2	-0.8	-1	7	2	-2	1	2	-5	N#CNC(=Nc1ccc(Cl)cc1)Oc1ccccc1
48	-2	4	-0.2	-1	-3	3	-5	5	5	5	COc1cc(SC)ccc1C(=O)NCC1CCCCC1
49	-1	-7	-5.3	-2	1	8	-65	5	-1	8	NC(=O)CSc1nnc(-c2cc(-c3cccs3)nc3ccccc23)o1
50	-1	3	0.0	22*	2	11	13	4	0	9	CNc1ccc(Br)cc(C(=O)/C=C/c2ccc(Cl)cc2Cl)c1=O
51	0	2	-1.0	1	-5	-3	-9	5	1	-2	O=c1c2ccccc2c(C=Nc2cccc(O)c2)c(O)n1-c1ccc2c(c1)OCO2
52	5	1	-0.1	0	-1	-14	-1	-2	-3	-10	O=C(NCC[C@H]1CC[C@H](NS(=O)(=O)c2ccccc2F)[C@@H](CO)O1)c1ccc(F)cc1
53	0	-2	0.4	-1	-1	3	-6	9	-1	1	CC(C)N(C(=O)Cn1cc(S(=O)(=O)CC(=O)N2CCOCC2)c2ccccc21)C(C)C
54	0	-2	-0.5	-3	-4	10	3	2	-4	-6	CCS(=O)(=O)c1nc(S(=O)(=O)c2ccc(Cl)cc2)c(N2CCN(C)CC2)s1

Screens deposited in PubChem by The Scripps Research Institute Molecular Screening Center.
